ERp5 block: blocks human ERp5 reductase activity on insulin. Q15084. ERp5 insulin aggregation, absorbance 650 nm, 90 min. inhibition, % at 9.99 µM. 350,000 compounds, 0.05% hits;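 active = mean replicate inhibition above about 25%, with every replicate also reaching it, limit read from the data, passing the limit was not always enough; inconclusive = only one of those two criteria met; inactive = neither criterion met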
Target sequence (Q15084 whole entry, looked up): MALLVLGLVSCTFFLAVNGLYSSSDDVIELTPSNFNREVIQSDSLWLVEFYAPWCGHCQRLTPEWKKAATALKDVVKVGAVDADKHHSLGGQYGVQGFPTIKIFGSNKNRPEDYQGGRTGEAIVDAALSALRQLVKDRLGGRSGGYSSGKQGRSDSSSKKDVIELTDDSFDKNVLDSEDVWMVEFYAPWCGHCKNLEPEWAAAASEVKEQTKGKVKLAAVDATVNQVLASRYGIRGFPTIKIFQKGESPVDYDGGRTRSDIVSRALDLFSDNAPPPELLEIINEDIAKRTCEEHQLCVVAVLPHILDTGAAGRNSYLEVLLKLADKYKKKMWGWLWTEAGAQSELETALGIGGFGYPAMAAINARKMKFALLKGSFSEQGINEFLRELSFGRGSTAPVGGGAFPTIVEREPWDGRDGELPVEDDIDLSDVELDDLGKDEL
Casp6 inh: caspase-6 (human) enzyme inhibition. purified caspase-6, Z-VEID-R110 cleavage fluorescence. P55212. AID 686996. inhibition, % at 12.5 µM. 350,000 compounds, 0.53% hits;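 active = mean inhibition across replicates at least about 35%, with every replicate also reaching that limit, limit read from the data; inconclusive = only one of the two criteria met; inactive = neither criterion met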;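 also: 0% = median of neutral control wells and 100% = no fluorescence left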
Target sequence (P55212 24-179 limits assumed): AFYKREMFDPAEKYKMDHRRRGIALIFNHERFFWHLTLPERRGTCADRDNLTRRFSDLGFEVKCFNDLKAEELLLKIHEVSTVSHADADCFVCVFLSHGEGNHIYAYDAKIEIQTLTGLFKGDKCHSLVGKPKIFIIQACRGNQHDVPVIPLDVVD
Target sequence (P55212 194-293 limits assumed): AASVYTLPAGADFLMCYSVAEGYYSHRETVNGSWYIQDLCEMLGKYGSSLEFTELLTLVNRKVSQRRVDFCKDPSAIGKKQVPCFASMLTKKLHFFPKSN
SIRT5 inh: inhibitors of human sirtuin-5 desuccinylase; Q9NXA8; Purified SirT5, succinyl-peptide AMC, trypsin-coupled fluorescence; inhibition, % at 15 µM; 330,000 compounds, 1.1% hits; AID 652115; in the data active = inhibition above about 15%; inconclusive = no clear call, values can overlap the other calls
Target sequence (Q9NXA8 whole entry, looked up): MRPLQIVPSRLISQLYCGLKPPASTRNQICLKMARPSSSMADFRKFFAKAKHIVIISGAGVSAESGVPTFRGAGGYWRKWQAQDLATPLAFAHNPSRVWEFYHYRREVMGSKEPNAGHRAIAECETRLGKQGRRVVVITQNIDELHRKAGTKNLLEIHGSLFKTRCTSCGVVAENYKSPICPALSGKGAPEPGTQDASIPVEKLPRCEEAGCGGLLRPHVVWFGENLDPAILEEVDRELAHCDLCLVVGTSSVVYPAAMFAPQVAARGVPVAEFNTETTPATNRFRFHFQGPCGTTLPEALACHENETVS
miR-122 sensor: blocks miR-122 activity in Huh7 sensor cells; 340,000 compounds, 0.3% hits; Huh7 miR-122 Renilla luciferase sensor, 48 h; neutral wells = 0, positive control = 100; activation (reporter increase), % at 12.5 µM;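 active = mean replicate activation score at least 90 and every replicate individually at or above 90; inconclusive = only one of the two criteria met; inactive = neither criterion met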;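 also: higher luciferase means less miR-122 activity so hits act as miR-122 inhibitors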
ERAP1 inh: blocks human ERAP1 aminopeptidase activity | Q9NZ08 | recombinant ERAP1, Leu-AMC fluorescence, 60 min | inhibition, % at 10.7 µM | 340,000 compounds, 0.15% hits | AID 652197;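 active = mean replicate inhibition of at least 30%, or all replicates individually reaching that 30% level; inactive = mean below 30% and not every replicate reaching it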;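 also: 0% = neutral control wells and 100% = L-leucinethiol positive control wells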
CFTR F508del cor: correctors of CFTR F508del function in bronchial epithelial cells; activity (quench increase), % at 7.58 µM; CFBE cells, YFP halide quenching; stimulated with forskolin plus potentiator P3; % fluorescence drop versus neutral controls; 350,000 compounds, 0.36% hits;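 active = mean added fluorescence quench of at least 8% versus neutral control, with both replicates also reaching 8%; inconclusive = only one of the mean or replicate conditions met; inactive = mean below 8% and not both replicates reaching 8%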;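 also: cells transiently co-express mutant CFTR-F508del with the halide-sensitive YFP; corrector assay measuring rescue of mutant channel to the surface after 24 h compound exposure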
DENV2 CPE rescue: inhibitors of DENV2 cytopathic effect | 350,000 compounds, 1.7% hits | AID 651640 | DENV2-infected cells, cytopathic effect rescue, plate reader | CPE inhibition, % at 9.99 µM; in the data active = CPE inhibition above about 20%, passing the limit was not always enough; inconclusive = no clear call, values can overlap the other calls; tested in BHK-21 cells;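 also: 0% = median of neutral control wells and 100% = median of positive control wells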
* = called active by the depositor; ? = inconclusive; . = no result given; [ ] = remark or other dose.

cpd	ERp5 block	Casp6 inh	SIRT5 inh	miR-122 sensor	ERAP1 inh	CFTR F508del cor	DENV2 CPE rescue	smiles
1	0.8	-1.7	-0.2	15.5	-0.7	-3.2	-14.7	O=S(=O)(N/N=C\c1ccc2c(c1)OCO2)c1ccc(F)cc1
2	?	-0.1	-9.1	7.4	-1.1	0.2	-6.3	O=c1cc(COc2ccc(Cl)c(Cl)c2)nc2sccn12
3	-0.3	-1.9	0.4	.	1.2	-5.7	.	CC(=O)C1C(c2ccccc2OC(F)F)NC(=O)NC1(O)C(F)(F)F (stereo not given)
4	-3.7	-0.3	-6.5	2.3[16.7 µM]	2.8	0.9	12.9	CNC[C@H]1Oc2ccc(NC(=O)Nc3ccccc3)cc2CC(=O)N([C@@H](C)CO)C[C@@H]1C
5	5.4	0.2	-0.1	.	-4.0	-0.6	0.9	CC(=O)c1sc2c(c1N)c(=O)[nH]c(=O)n2-c1ccccc1
6	-2.2	1.5	-5.9	-3.5	-9.0	.	-0.8	Cc1ccc(S(=O)(=O)N(CC(=O)Nc2ccccc2C(=O)O)c2ccccc2C)cc1
7	-3.4	-2.0	-0.2	.	-19.8	1.2	-6.3	O=C(NC1CCN(Cc2ccccc2)CC1)C(NS(=O)(=O)c1cccc2nsnc12)c1ccccc1 (stereo not given)
8	4.9	2.6	-2.3	.	4.9	.	2.6	COc1ccc(/C(N)=N/OC(=O)Cc2cccs2)cc1OC
9	-1.9	-195.0	-1.8	-13.9	3.5	-0.7	-5.3	Cc1cc(Br)ccc1NC(=O)CN(C)C(=O)C1CCN(C(=O)c2ccc(Cl)cc2)CC1
10	-6.0	5.2	-3.7	.	.	6.5	5.7	O=C(NCc1ccncc1)[C@@H]1CCCN1C(=O)[C@H]1CCCN1C(=O)c1c(F)cccc1F
11	3.5	-2.1	-1.1	.	-3.2	-1.5	0.2	O=C(COC(=O)c1cc[n+]([O-])cc1)NCc1ccccc1Cl
12	-0.9	-13.9	4.4	1.2	-3.4	8.3*	?	CC(=O)OCC(=O)NCCCOc1cccc(CN2CCCCC2)c1
13	-7.1	1.2	-0.4	-18.0[16.7 µM]	-0.6	0.4	-7.5	CO[C@H]1CN(C)C(=O)c2ccc(NC(=O)c3cc(C)on3)cc2OC[C@@H](C)N(C(C)=O)C[C@@H]1C
14	3.6	-2.5	-1.4	6.3	0.9	2.1	-2.8	COc1ccc(CCNC(=O)c2cc(=O)c3cc(C)ccc3o2)cc1OC
15	2.7	1.1	-4.6	.	-2.1	-2.6	3.3	CS(=O)(=O)Nc1ccc(N2CCN(c3ccc(C(F)(F)F)cn3)CC2)nc1
16	0.2	-2.3	-0.7	-11.0	5.6	0.0	3.8	COc1ccc(Nc2ncnc3c2cnn3-c2ccccc2)cc1OC
17	-4.2	-0.8	-1.8	.	11.5	3.5	19.4	CC1CCCCC1NC(=O)CSc1nnc(CNC(=O)c2ccccc2)n1C (stereo not given)
18	-2.3	2.2	.	2.0	.	-6.1	-6.5	O=C(CSc1nnc(C2COc3ccccc3O2)o1)NC1CCCCC1 (stereo not given)
19	4.5	-4.8	-0.5	-9.0[16.7 µM]	-3.1	0.3	1.7	CO[C@H]1CN(C)C(=O)c2ccc(NS(=O)(=O)c3ccc(Cl)cc3)cc2OC[C@H](C)N(C)C[C@H]1C
20	-3.5	-2.2	-1.1	1.5[16.7 µM]	-2.9	1.2	-1.5	C[C@@H]1CN([C@@H](C)CO)C(=O)Cc2cc(NC(=O)CCN3CCOCC3)ccc2O[C@H]1CN(C)S(=O)(=O)c1cccs1
21	-1.8	-1.5	3.5	.	1.9	-3.0	-9.2	O=C(NC(=S)Nc1ccccc1OC(F)F)c1ccc2c(c1)OCO2
22	3.8	2.1	-0.3	.	2.1	1.2	-8.5	CCn1c(SCC(=O)NC2CC2)nnc1-c1ccc(C)cc1
23	1.0	-1.2	0.1	.	1.2	1.0	-5.8	Cc1[nH]nc(N)c1N=Nc1ccc(Br)cc1
24	-0.7	9.3	-1.6	.	-3.8	-0.8	-7.7	CN(CC(=O)Nc1ccccc1Cl)C(=O)COC(=O)C1CCN(c2ccc(C(F)(F)F)cn2)CC1
25	5.8	-2.4	3.6	-0.8[16.7 µM]	-0.1	1.4	-2.7	N#Cc1cccc(-c2ccc3c(c2)[C@@H]2[C@@H](CCN2C(=O)C2CCCCC2)[C@@H](CO)N3)c1
26	0.8	-0.3	-2.2	-4.5	0.2	2.1	4.8	CC(=O)c1cccc(NC(=O)c2ccc(-n3cncn3)c3ccoc23)c1
27	-1.2	0.3	-2.1	4.5	.	2.8	10.0	COc1ccccc1C1CCN(Cc2c(C)[nH]c3ccccc23)CC1
28	2.6	.	5.8	.	-1.1	-3.0	-9.6	CN(C)CC(C)(C)CNC(=S)Nc1cc(S(=O)(=O)N2CCOCC2)ccc1Cl
29	1.9	-0.6	0.0	.	-2.5	0.8	-3.6	CCOC(=O)c1cnc2ccc(Br)cc2c1NCCCN1CCOCC1
30	3.8	18.6	9.5	.	-3.4	-3.0	2.3	Brc1ccc(N/N=C(/N=Nc2nn[nH]n2)c2ccccc2)cc1

Quoted at random: four entries already listed.
cpd	ERp5 block	Casp6 inh	SIRT5 inh	miR-122 sensor	ERAP1 inh	CFTR F508del cor	DENV2 CPE rescue	smiles
28	2.6	.	5.8	.	-1.1	-3.0	-9.6	CN(C)CC(C)(C)CNC(=S)Nc1cc(S(=O)(=O)N2CCOCC2)ccc1Cl
25	5.8	-2.4	3.6	-0.8[16.7 µM]	-0.1	1.4	-2.7	N#Cc1cccc(-c2ccc3c(c2)[C@@H]2[C@@H](CCN2C(=O)C2CCCCC2)[C@@H](CO)N3)c1
27	-1.2	0.3	-2.1	4.5	.	2.8	10.0	COc1ccccc1C1CCN(Cc2c(C)[nH]c3ccccc23)CC1
23	1.0	-1.2	0.1	.	1.2	1.0	-5.8	Cc1[nH]nc(N)c1N=Nc1ccc(Br)cc1

Later entries.
cpd	ERp5 block	Casp6 inh	SIRT5 inh	miR-122 sensor	ERAP1 inh	CFTR F508del cor	DENV2 CPE rescue	smiles
31	-1.2	-2.2	0.2	-12.4	1.2	1.9	2.7	CC/C(C)=N/NS(=O)(=O)c1ccc(C)c([N+](=O)[O-])c1
32	1.3	-0.7	-1.7	-0.2[16.7 µM]	0.3	-0.2	7.4	C[C@@H]1CN([C@H](C)CO)C(=O)c2cc(NC(=O)Nc3ccccc3)ccc2O[C@@H]1CN(C)Cc1ccc(C(=O)O)cc1
33	1.5	1.6	-1.0	1.3	-2.1	-2.3	-1.8	CCC(=O)OCC(=O)N=c1sccn1Cc1ccc(C)cc1
34	-1.1	.	2.2	-2.3	-0.5	-3.3	4.8	CCCCN(C=O)c1c(CC)nc2c(OCC(=O)c3ccc(F)cc3)cccn12
35	10.1	-0.7	1.0	11.8[16.7 µM]	0.6	0.9	-1.0	CN(C[C@@H]1[C@@H](c2ccccc2)[C@H](CO)N1C(=O)c1ccccc1)C(=O)C1CC1
36	-4.2	0.4	-5.0	.	-0.2	-0.5	27.2*	CCC(=O)N1CC2(C1)[C@@H](c1ccc(-c3cccc(C)c3)cc1)[C@@H](CO)N2S(C)(=O)=O
37	1.4	-0.6	8.2	2.7[16.7 µM]	-3.2	4.7	2.5	C[C@@H]1CCCCO[C@@H](CN(C)CC2CC2)[C@@H](C)CN([C@H](C)CO)C(=O)c2cc(NC(=O)c3ccncc3)ccc2O1
38	8.2	2.1	0.6	.	1.3	2.6	?	CCC(=O)N(CCc1ccc(S(N)(=O)=O)cc1)C1CC(=O)N(c2ccc(OC)cc2)C1=O (stereo not given)
39	0.3	-2.7	.	0.3	0.7	-1.0	3.9	CC(=O)C[C@H](O)CC(=O)[C@@H]1OC(=O)CCCCC/C=C/Cc2ccccc21
40	-0.8	-2.3	0.6	-5.7	-0.9	0.1	4.7	COC(=O)C1=C(C)NC(=O)NC1c1ccccc1Cl (stereo not given)
41	-10.8	2.1	-2.7	8.3	-2.4	-0.6	0.2	Brc1ccc(-c2csc3[n+]2CCCCC3)cc1
42	0.6	0.0	-4.1	-2.2	0.8	0.7	2.6	Cc1ccc(CCN2CC(C(=O)N3CCN(c4ccc(F)cc4)CC3)CC2=O)cc1 (stereo not given)
43	-8.2	-1.8	-5.9	-3.1	0.7	-1.7	7.9	CCOc1ccc(N2CC(C(=O)Nc3cccc(C(=O)NC4CC4)c3)CC2=O)cc1 (stereo not given)
44	-12.2	-4.0	-2.8	-0.2	4.7	-2.3	-5.6	Cc1ccnn1-c1ccc(C(=O)NCc2ccccc2CN2CCOCC2)cc1
45	-6.0	0.1	-2.6	.	-6.3	-2.7	2.6	CCCOc1cccc(C(=O)NCCNC(=O)c2cnccn2)c1
46	1.0	-1.4	-0.5	-1.1	-0.1	2.6	-0.3	Cc1[nH]c(-c2ccc(F)cc2)cc1C(=O)N1CCN(c2ccc(Cl)cc2)CC1
47	4.9	-1.2	0.3	-6.5	4.3	0.8	-4.1	Cn1c(=O)c2c(nc(NCCO)n2CCCc2ccccc2)n(C)c1=O
48	-2.8	-0.1	-0.9	-2.1	-21.8	1.3	-3.1	Cc1cccc(OCC(=O)NNc2c3ccccc3nc3ccccc23)c1
49	1.0	9.8	-1.6	.	2.8	1.9	7.4	CCCc1oc(C(=O)O)cc1CN1CCCC1
50	2.8	-7.3	0.4	2.2	3.6	-0.4	-2.1	CCCC(NC(=O)CCc1c(C)c2cc3c(C)c(C)oc3cc2oc1=O)C(=O)NC(Cc1ccc(Cl)cc1)C(=O)O (stereo not given)
51	-1.3	0.9	-7.2	0.9	-2.0	-1.9	-1.6	CC(C)(C)C1CCC(C(=O)OCC(=O)N2CCN(C(=O)c3ccco3)CC2)CC1 (stereo not given)
52	-2.3	0.1	0.2	.	-2.9	-2.4	9.1	C[C@@H]1CN([C@@H](C)CO)C(=O)c2ccccc2-c2ccccc2CO[C@@H]1CN(C)S(=O)(=O)Cc1ccccc1
53	3.9	0.4	1.9	21.7[16.7 µM]	-0.8	-1.1	-6.5	C[C@@H]1CN([C@H](C)CO)S(=O)(=O)c2ccc(-c3ccccc3)cc2O[C@H]1CN(C)Cc1cncnc1
54	2.3	-19.3	-0.1	1.2[16.7 µM]	-0.2	-1.8	8.0	OC[C@H]1[C@@H](c2ccc(-c3ccccc3)cc2)[C@H]2CN(Cc3cncnc3)CCCCN21
55	6.9	-4.0	.	-17.0	-2.6	-0.3	-9.9	CCC[C@@H](CNC)NC[C@H](Cc1ccccc1)NCCCCc1ccccc1
56	0.7	1.1	-2.3	.	1.6	-2.4	3.6	CC(=O)N1CCN(S(=O)(=O)c2ccc(S(=O)(=O)N3CCCC(C)C3)cc2)CC1 (stereo not given)
57	2.1	0.7	-2.3	5.7	1.0	2.2	?	COc1ccc(C(=O)CC(=O)C(=O)Nc2ccccc2OC)cc1
58	2.6	-0.3	4.3	6.7[16.7 µM]	-0.7	1.6	0.3	CCC(=O)N1CCCCN2[C@H](CO)[C@@H](c3ccc(-c4cccc(C(=O)N(C)C)c4)cc3)[C@H]2C1
59	3.1	4.1	1.7	1.4	10.5	.	-5.2	COC(=O)C1CCCN1C(=O)COc1ccc(Br)cc1Cl (stereo not given)
60	-4.5	-1.8	6.9	-2.5	-2.6	2.6	6.7	CC1(C(=O)Nc2ccc(Cl)c(Cl)c2)CCN1Cc1cc2ccccc2o1 (stereo not given)
61	3.2	-0.1	2.4	.	-1.8	6.1	-0.5	C/C(=N/NC(=O)c1ccc(C)nc1)c1ccc2c(c1)CCCC2
62	3.0	0.4	1.8	-4.5[16.7 µM]	3.4	-5.3	-1.1	CCNC(=O)C[C@@H]1CC[C@@H]2[C@@H](COc3ccc(NC(=O)C4CCOCC4)cc3C(=O)N2C)O1
63	-2.0	-0.3	-0.4	-2.4	0.4	0.4	-2.1	Cc1cccc(-n2cc(-c3ccc([N+](=O)[O-])cc3)[nH]c2=S)c1
64	3.0	-0.9	-4.6	.	-2.1	-2.2	4.9	CC(=O)Nc1nc(C)c(Oc2ccc(C)cc2)c(=O)[nH]1
65	-2.5	-3.2	-1.7	-7.2	4.0	-1.3	-2.2	O=C(COC(=O)/C=C/c1cccc([N+](=O)[O-])c1)NCc1ccc2c(c1)OCO2
66	4.4	-0.9	-7.4	-17.9	-3.8	3.0	-1.9	C=CCN(C(=O)CCC(=O)Nc1cc(C)on1)C(C(=O)NC(C)(C)C)c1ccc(OC)cc1 (stereo not given)

Assay outcomes (PubChem BioAssay)
